TRb SRC2 PPI: TRbeta-SRC2 interaction inhibition; P10828; AID 1469; Potency, µM (series often up to 106 µM), for the others: top-dose activity change, negative = inhibition, most hits filed as inhibitors; TRbeta-SRC2 peptide binding, fluorescence polarization; receptor liganded with 1 µM T3; 0.065% of 280,000 active;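 also: plate controls were bound peptide for no effect and peptide without receptor for full effect; nearly all actives have a fitted effect of over 50% in size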
Target sequence (P10828 whole entry, looked up): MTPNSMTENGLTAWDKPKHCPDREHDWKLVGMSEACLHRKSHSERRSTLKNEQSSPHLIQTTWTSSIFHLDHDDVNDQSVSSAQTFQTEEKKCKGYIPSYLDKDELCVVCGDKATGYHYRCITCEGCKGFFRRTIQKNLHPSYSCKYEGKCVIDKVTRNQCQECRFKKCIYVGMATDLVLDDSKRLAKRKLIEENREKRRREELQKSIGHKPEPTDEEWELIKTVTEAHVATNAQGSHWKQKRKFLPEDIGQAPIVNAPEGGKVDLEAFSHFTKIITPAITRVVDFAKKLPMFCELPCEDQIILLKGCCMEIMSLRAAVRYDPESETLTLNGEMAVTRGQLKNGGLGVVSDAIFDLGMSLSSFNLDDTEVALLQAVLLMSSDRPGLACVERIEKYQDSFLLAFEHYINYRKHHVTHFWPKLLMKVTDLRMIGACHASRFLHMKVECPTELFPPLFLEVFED
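Fluorescence polarization of 20 nM Texas Red SRC2 peptide (20-aa NR interaction domain) bound to 0.6 uM human TRb ligand-binding domain, with 1 uM T3, after 5 hr at ambient temperature; inhibition seen as decreased polarization.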
L3MBTL1 block: L3MBTL1 (human) inhibition | Q9Y468 | AlphaScreen L3MBTL1–H3K9me1 peptide binding | Potency, µM (titrated, usually from 57.1 µM), without a hit: top-dose activity, negative = inhibition, hits mostly inhibitors | 0.66% of 230,000 active; also: % is scaled to controls: 0 for no effect and ±100 for the full control effect; nearly all actives have a fitted effect of over 60% in size
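Read-out is AlphaScreen signal from streptavidin donor and nickel chelate acceptor beads (10 ug/mL final each) bridging L3MBTL1 (50 nM) and biotinylated K9-monomethylated H3(1-15) peptide (75 nM), after 30 min compound exposure at room temperature.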
Tau fibril ThT: tau fibrillization inhibition (ThT binding); P10636; 2.1% of 270,000 active; Potency, µM (highest dose often 57.4 µM), without a hit: top-dose activity, negative = inhibition, actives largely listed as inhibitors; recombinant tau K18 P301L, heparin-induced fibrillization, ThT fluorescence; also: % is scaled to controls: 0 for no effect and ±100 for the full control effect; nearly all actives have a fitted effect of over 55% in size
Target sequence (P10636 561-689 P618L limits assumed): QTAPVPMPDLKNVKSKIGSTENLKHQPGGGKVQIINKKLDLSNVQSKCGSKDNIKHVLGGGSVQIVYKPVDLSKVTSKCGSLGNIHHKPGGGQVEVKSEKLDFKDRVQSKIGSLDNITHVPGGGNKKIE
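Tau K18 P301L fragment (15 uM unlabeled plus 0.24 uM Alexa 594-labeled) in 100 mM sodium acetate pH 7 with compound, fibrillization induced by 20 uM heparin for 6 hr at 37 C. Thioflavin T (30 uM) added, fluorescence read after 1 hr (ex 450, em 510 nm).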
Tau FP inhib: tau fibrillization inhibition (FP); K18 P301L tau heparin fibrillization, Alexa594 FP, 6 h; Potency, µM (series often up to 57.7 µM), inactives show at the top dose activity, negative = inhibition, usual class: inhibitors; 0.39% of 280,000 active; also: % is scaled to controls: 0 for no effect and ±100 for the full control effect; nearly all actives have a fitted effect of over 55% in size
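Quantitative HTS format: compounds meet 15 uM recombinant K18 P301L tau and Alexa 594-tau tracer in 100 mM sodium acetate pH 7; 20 uM heparin triggers fibrillization at 37 C over 6 hr; FP gives the signal.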
RECQ1 inh: RECQ1 (human) helicase inhibition | P46063 | RECQ1 DNA unwinding, red fluorescence kinetic read | Potency, µM (titrated, usually from 57.3 µM), for the others: top-dose activity, negative = inhibition, usual class: inhibitors | 0.54% of 240,000 active | AID 2549;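 also: plate controls were vehicle for no effect and no enzyme for full effect; nearly all actives have a fitted effect of over 30% in size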
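RECQ1T1 50 nM; forked duplex (20 bp + 30-nt ss tails) 200 nM, ATP 2 mM final; pH 8.0, 2 mM MgCl2, 2.5 ug/ml poly(dI-dC); 15 min compound preincubation; discontinuous kinetic read over 2 h at RT.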
Tau fluor counter: counter-screen for tau fibril formation inhibitors; tau K18 P301L Alexa594 fluorescence, heparin fibrillization; Potency, µM (top dose mostly 57.7 µM), without a hit: at the top dose activity change, negative = decrease; 0.93% of 280,000 active; AID 1463; also: % is scaled to controls: 0 for no effect and ±100 for the full control effect; nearly all actives have a fitted effect of over 55% in size
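Human tau K18 P301L (15 uM unlabeled, 0.24 uM Alexa 594-labeled) in 100 mM sodium acetate pH 7 with 20 uM heparin, 6 hr at 37 C. ThT 30 uM added, 1 hr ambient; Alexa 594 FP and total fluorescence read at 555/632 nm.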
TexasRed fluor: alters Texas Red total fluorescence, flagging assay interference; 0.29% of 280,000 active; Potency, µM (titrated, usually from 106 µM), for inactives: at the top dose fluorescence change, negative = quenching; TRb/SRC2 Texas Red total fluorescence interference; AID 1479; active = well fitted curve in either direction with a large enough effect; inconclusive = small, poorly fitted or top-dose-only effect; also: % is scaled to controls: 0 for no effect and ±100 for the full control effect
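Human TRb ligand-binding domain at 0.6 uM with 20 nM Texas Red SRC2 peptide in Tris buffer containing 1 uM T3 and 5% DMSO, incubated with compound 5 h at ambient temperature. Total fluorescence (555/632 nm) calculated as parallel + 2 × perpendicular.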
HTT ATP protect: cytoprotection in Huntington HTT-Q103 PC12 cell model; PC12 HTT-Q103 induced, cytoprotection, ATP luminescence, 40 h; Potency, µM (series often up to 56.4 µM), for the others: cytoprotection (ATP increase), actives largely listed as activators; 0.14% of 230,000 active; AID 1471;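 also: % of control where 0% means no effect; nearly all actives have a fitted effect of over 45% in size; toxic huntingtin expression switched on by the ecdysone agonist tebufenozide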
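Huntington model: PC12 line, ecdysone-inducible HTTQ103 exon1–GFP, tebufenozide 100 nM. Test articles in a dose series. Endpoint luminescence from cellular ATP.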
* hit, by the source's call; i = inactive; ? = inconclusive; · = not tested or not shown; [ ] = another dose, or the depositor's remark. Unless noted, calls follow the shape of the dose curve; as a rule, active = well fitted curve in the direction sought with a large enough effect; inconclusive = small, poorly fitted or top-dose-only effect, or another doubt; inactive = no such curve, though single readings can be large; an effect the other way counts as inactive or inconclusive. Potency is read from the fitted curve at half-maximal effect. The list is partial; the hit share may differ from the screen's.

Below each SMILES – Tau fibril ThT | L3MBTL1 block | TRb SRC2 PPI | RECQ1 inh | HTT ATP protect | TexasRed fluor | Tau fluor counter | Tau FP inhib
- Cc1cc(OCC(=O)OC(C)C)c2c3c(c(=O)oc2c1)CCCC3
 : -6% | 4% | -14% | -13% | -10% | 1% | -7% | -1%
- CCOC(=O)C1=C(C)OC(N)=C(C(=O)OCC)C12C(=O)Nc1ccc(Br)cc12 (configuration not stated)
 : ? | · | -13% | i | -29%[10 µM] | -3% | -24% | -15%
- O=P(OCC(F)(F)C(F)F)(N1CCOCC1)N1CCOCC1
 : -8% | · | 5% | 13% | -5% | 1% | -9% | -6%
- CC(C)N1CCN(Cc2cccc3c2OCO3)CC1CCO (configuration not stated)
 : -6% | 5% | -3% | 0% | 8%[10 µM] | -1% | -6% | -3%
- COc1ccc(-n2c(/C=C3\C(=O)Nc4ccccc43)nc3ccccc3c2=O)cc1
 : -23% | · | -5% | -14% | 3% | -1% | -9% | 5%
- COc1ccc(C(=O)Nc2ccc(Cl)cc2C(=O)c2ccccc2)c(OC)c1
 : -14% | · | 0% | · | · | 2% | ? | ?
- Cc1cc(OCC(=O)N2CCN(CCc3ccncc3)CC2)cc(C)c1Cl
 : -9% | · | 2% | · | · | -1% | -16% | -13%
- Cn1c(=O)oc2cc(S(=O)(=O)N3CCC(C(=O)N4CCN(c5ccccc5)CC4)CC3)ccc21
 : -5% | ? | 5% | -5% | -3%[10 µM] | 0% | -17% | -5%
- CCOC(=O)c1c(NC(NC(=O)CF)C(Cl)(Cl)Cl)sc2c1CCCC2 (configuration not stated)
 : ? | -7% | -5% | i | · | -6% | ? | -1%
- Cc1cccc(-n2c(C)nc3ccccc3c2=O)c1C
 : -4% | 8% | 3%[53 µM] | i | -7%[10 µM] | -1%[53 µM] | -6% | -2%
- C[N+]1([O-])[C@@H]2CC(OC(=O)[C@@H](CO)c3ccccc3)C[C@@H]1[C@H]1O[C@H]12 (some centres not stated)
 : · | · | 9% | -7%[25.9 µM] | 16%[10 µM] | -2% | · | ·
- CC[C@@H](CO)NC(=O)[C@H]1C=C2c3cccc4[nH]cc(c34)C[C@H]2N(C)C1
 : ? | · | 9% | -16% | 6% | 1% | ? | -6%

Part of the list above, bar-delimited:
Molecule | Tau fibril ThT | L3MBTL1 block | TRb SRC2 PPI | RECQ1 inh | HTT ATP protect | TexasRed fluor | Tau fluor counter | Tau FP inhib
CC(C)N1CCN(Cc2cccc3c2OCO3)CC1CCO (configuration not stated) | -6% | 5% | -3% | 0% | 8%[10 µM] | -1% | -6% | -3%
COc1ccc(-n2c(/C=C3\C(=O)Nc4ccccc43)nc3ccccc3c2=O)cc1 | -23% | · | -5% | -14% | 3% | -1% | -9% | 5%
COc1ccc(C(=O)Nc2ccc(Cl)cc2C(=O)c2ccccc2)c(OC)c1 | -14% | · | 0% | · | · | 2% | ? | ?
Cc1cc(OCC(=O)N2CCN(CCc3ccncc3)CC2)cc(C)c1Cl | -9% | · | 2% | · | · | -1% | -16% | -13%
Cn1c(=O)oc2cc(S(=O)(=O)N3CCC(C(=O)N4CCN(c5ccccc5)CC4)CC3)ccc21 | -5% | ? | 5% | -5% | -3%[10 µM] | 0% | -17% | -5%
CCOC(=O)c1c(NC(NC(=O)CF)C(Cl)(Cl)Cl)sc2c1CCCC2 (configuration not stated) | ? | -7% | -5% | i | · | -6% | ? | -1%
Cc1cccc(-n2c(C)nc3ccccc3c2=O)c1C | -4% | 8% | 3%[53 µM] | i | -7%[10 µM] | -1%[53 µM] | -6% | -2%
C[N+]1([O-])[C@@H]2CC(OC(=O)[C@@H](CO)c3ccccc3)C[C@@H]1[C@H]1O[C@H]12 (some centres not stated) | · | · | 9% | -7%[25.9 µM] | 16%[10 µM] | -2% | · | ·
CC[C@@H](CO)NC(=O)[C@H]1C=C2c3cccc4[nH]cc(c34)C[C@H]2N(C)C1 | ? | · | 9% | -16% | 6% | 1% | ? | -6%

Sorted by molecular weight (ascending): some entries from above
Below each SMILES – Tau fibril ThT | L3MBTL1 block | TRb SRC2 PPI | RECQ1 inh | HTT ATP protect | TexasRed fluor | Tau fluor counter | Tau FP inhib
- Cc1cc(OCC(=O)OC(C)C)c2c3c(c(=O)oc2c1)CCCC3
 : -6% | 4% | -14% | -13% | -10% | 1% | -7% | -1%
- CCOC(=O)C1=C(C)OC(N)=C(C(=O)OCC)C12C(=O)Nc1ccc(Br)cc12 (configuration not stated)
 : ? | · | -13% | i | -29%[10 µM] | -3% | -24% | -15%
- Cn1c(=O)oc2cc(S(=O)(=O)N3CCC(C(=O)N4CCN(c5ccccc5)CC4)CC3)ccc21
 : -5% | ? | 5% | -5% | -3%[10 µM] | 0% | -17% | -5%
